Screening results as filed in PubChem.
hcDAF12 agonist: H. contortus DAF-12 nuclear receptor activators, primary screen, cell-based, luminescence, HEK293, lit1-tk-luc reporter; actives 1.4% (n = 370,000); AID 652067, 2013; HEK293 hcDAF-12 lit1-tk-luc reporter; 0% DMSO, 100% Δ7-dafachronic acid; activation, % at 6.8 µM;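 active = activation above the mean of all tested compounds plus 3 SD, cut at about 5.5% in these data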;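 note: 100% = response to 3 µM Δ7-dafachronic acid high control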
ssDAF-12 act: S. stercoralis DAF-12 nuclear receptor activators, primary screen, cell-based, luminescence, HEK293, GRIP1 co-expression, lit1-tk-luc; HEK293 ssDAF-12/GRIP1 lit1-tk-luc reporter; % of 3 µM dafachronic acid response; activation, % at 6.8 µM; actives 1% (n = 370,000);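 active = activation above the mean over all tested compounds plus 3 SD, cut at about 0.9% in these data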;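 note: 0% = DMSO-only wells and 100% = 3 µM delta7-dafachronic acid wells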
GC-A act: GC-A stimulated cGMP production enhancers – HEK293 GC-A cells, cGMP TR-FRET, EC30 ANP, primary screen; Atrial natriuretic peptide receptor 1 (Homo sapiens), P16066; 0% at EC30 ANP, 100% saturating ANP; activation, % at 10 µM; actives 0.14% (n = 370,000); in the data active = activation above about 40%
SMARCA2 activ: SMARCA2 (BRM) function activators, primary screen, cell-based, luminescence, high throughput; MG213 cells, MMTV-luciferase reporter, dexamethasone, overnight; activation, % at 9.1 µM; actives 1% (n = 370,000); in the data active = activation above about 7.8%;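 note: 0% = vehicle wells and 100% = reference activator wells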
KLK7 zymogen act: proKLK7 zymogen activators, primary screen, biochemical, fluorescence intensity; purified proKLK7, EDANS-DABCYL substrate fluorescence; 100% is mature enzyme control, 0% vehicle; activation, % at 7 µM; actives 0.9% (n = 370,000); AID 652039, 2013;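 active = activation above the mean of all tested compounds plus 3 SD, computed per campaign excluding outliers beyond control limits, cut at about 13% in these data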
FXN GAA850 act: FXN promoter activators, primary screen, cell-based, luciferase luminescence, HEK293 lucGAA850. HEK293 lucGAA850 FXN promoter luciferase reporter, 24 h; percent of 10 µM SAHA response. activation, % at 6 µM. actives 0.56% (n = 360,000). AID 540364, 2011;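 active = activation above the average of all compounds screened plus 3 SD, cutoff fixed separately per campaign, cut at about 7.5% in these data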;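 note: 0% = DMSO wells and 100% = 10 µM SAHA wells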
GC-B act: human GC-B receptor activators, primary screen, HEK293 GC-B cells, cGMP TR-FRET, EC30 CNP. 0% at EC30 CNP, 100% saturating CNP. activation, % at 10 µM. actives 0.11% (n = 370,000);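 active = activation at 10 µM reaching about 35% in either raw or pattern-adjusted values, limit read from the data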
Target sequence (P20594 whole entry, looked up): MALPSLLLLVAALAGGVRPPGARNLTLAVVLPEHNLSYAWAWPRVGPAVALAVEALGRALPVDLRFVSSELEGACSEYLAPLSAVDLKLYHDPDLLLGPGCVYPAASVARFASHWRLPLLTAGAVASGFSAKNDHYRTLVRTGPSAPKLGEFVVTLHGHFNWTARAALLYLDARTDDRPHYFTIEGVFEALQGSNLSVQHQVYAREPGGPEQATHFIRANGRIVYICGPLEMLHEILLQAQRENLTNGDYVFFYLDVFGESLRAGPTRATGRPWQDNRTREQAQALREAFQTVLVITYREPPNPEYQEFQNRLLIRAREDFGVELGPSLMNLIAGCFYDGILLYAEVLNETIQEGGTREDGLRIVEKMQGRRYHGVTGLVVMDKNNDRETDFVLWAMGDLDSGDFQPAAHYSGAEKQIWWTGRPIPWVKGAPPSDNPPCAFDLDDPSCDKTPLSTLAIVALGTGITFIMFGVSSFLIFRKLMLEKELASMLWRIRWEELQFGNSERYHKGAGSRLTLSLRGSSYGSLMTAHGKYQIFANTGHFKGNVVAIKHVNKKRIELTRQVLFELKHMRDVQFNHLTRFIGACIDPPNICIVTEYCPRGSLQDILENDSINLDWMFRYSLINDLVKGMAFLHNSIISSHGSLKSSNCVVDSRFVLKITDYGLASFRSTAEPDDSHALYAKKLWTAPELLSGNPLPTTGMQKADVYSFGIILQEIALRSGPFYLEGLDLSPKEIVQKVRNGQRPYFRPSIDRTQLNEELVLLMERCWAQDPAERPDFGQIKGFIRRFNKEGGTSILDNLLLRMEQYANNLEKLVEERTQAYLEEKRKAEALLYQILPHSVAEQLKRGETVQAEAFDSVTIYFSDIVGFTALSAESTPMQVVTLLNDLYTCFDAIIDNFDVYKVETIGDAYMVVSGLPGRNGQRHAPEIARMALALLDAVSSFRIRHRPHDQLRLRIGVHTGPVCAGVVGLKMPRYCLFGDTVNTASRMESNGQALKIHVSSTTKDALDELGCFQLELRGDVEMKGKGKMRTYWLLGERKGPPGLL
sPLA2-III inh: human group III sPLA2 inhibitors, primary screen, biochemical, QFRET, BODIPY PC-A2 liposome substrate | actives 0.56% (n = 370,000) | QFRET BODIPY PC-A2 liposome hydrolysis, fluorescence | inhibition, % at 12.2 µM;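 active = inhibition above mean plus 3 SD of compounds lying within the high and low control bounds, cut at about 19% in these data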;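 note: 0% = median of test compound wells and 100% = no enzyme DMSO wells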
DAX1 inh-1: DAX1 (NR0B1) inhibitors, primary screen, cell-based, HEK293, Gal4-DAX1, luciferase luminescence; Nuclear receptor subfamily 0 group B member 1 (Homo sapiens), P51843; HEK293 Gal4-DAX1 luciferase reporter; inhibition, % at 6.75 µM; actives 0.99% (n = 340,000); AID 504766, 2011;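 active = inhibition above the mean over all tested compounds plus 3 SD, cut at about 4.2% in these data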;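 note: 0% = DAX1-transfected cells with DMSO and 100% = empty-vector control cells with DMSO; inhibition shows as a rise in luminescence from relieved DAX1 repression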
hgDAF-12 ag: H. glycines DAF-12 receptor agonists, primary screen, cell-based, luminescence, HEK293, GAL4 fusion, UAS-luciferase. HEK293 GAL4-hgDAF12 UAS-luciferase reporter, agonist luminescence; normalized to butyrate control. activation, % at 6.8 µM. actives 1.8% (n = 370,000). AID 687014, 2013;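 active = activation above a cutoff set at the mean of all screened compounds plus 3 SD, cut at about 10% in these data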;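 note: 0% = DMSO wells and 100% = sodium butyrate wells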
DAX1 inh-2: DAX1 (NR0B1) inhibitors on StAR promoter, primary screen, cell-based, luminescence, SF-1 (NR5A1), full-length DAX-1; HEK293T StAR-luciferase reporter, SF-1/DAX-1 repression relief; inhibition, % at 6.8 µM; actives 1.1% (n = 370,000); AID 652010, 2013;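 active = inhibition above the mean over all tested compounds plus 3 SD, cut at about 3.6% in these data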;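 note: 0% = DAX-1 cells with DMSO and 100% = cells lacking DAX-1 with DMSO; higher inhibition means more luminescence from relief of DAX-1 repression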
Numbers without * were called inactive; x = not tested or not shown.

SMILES | hcDAF12 agonist | ssDAF-12 act | GC-A act | SMARCA2 activ | KLK7 zymogen act | FXN GAA850 act | GC-B act | sPLA2-III inh | DAX1 inh-1 | hgDAF-12 ag | DAX1 inh-2
NC(=O)c1cc(N2C(=O)C3CC=CCC3C2=O)ccc1N1CCCCC1 (stereo unspecified) | -1.4 | -1.0 | 0.3 | -0.2 | 0.7 | -1.3 | 10.4 | -3.8 | -0.5 | -1.9 | 0.1
CCCNC(=O)C(Cc1ccc(C(F)(F)P(=O)(OCC)OCC)cc1)NC(=O)c1ccc(C#N)cc1 (stereo unspecified) | -1.1 | -1.0 | -0.3 | 0.1 | 0.2 | 0.4 | 5.3 | -2.8 | 0.6 | -2.7 | -0.1
Clc1ccc(-c2csc(-c3ccno3)n2)cc1 | -1.6 | -1.6 | 4.6 | 0.1 | -1.2 | 0.6 | -7.5 | -10.0 | -2.1 | 0.3 | 0.0
CCN(C(=O)COC(=O)CCCOc1ccccc1)c1c(N)n(Cc2ccccc2)c(=O)[nH]c1=O | -0.7 | -1.3 | -0.3 | 1.2 | 0.5 | 0.2 | 2.9 | 0.8 | -0.2 | 2.1 | -1.1
O=C(NCCc1ccccc1)c1cccc(N2C(=O)C3CC=CCC3C2=O)c1 (stereo unspecified) | 0.9 | 0.5 | -2.1 | 1.5 | 0.5 | 0.8 | 4.1 | -4.3 | 0.2 | 2.0 | -1.3
O=C(Nc1ccc(Br)c(Cl)c1)C1CC1 | -0.2 | -1.6 | -12.5 | -2.5 | -0.4 | 1.5 | -9.1 | -0.5 | -1.1 | -3.0 | -0.5
CCN(c1ccccc1C)S(=O)(=O)c1nnc(NC(=O)c2ccco2)s1 | -1.6 | -0.8 | -0.9 | 0.7 | 0.1 | 1.0 | -5.2 | -10.6 | 0.5 | -0.7 | 4.8*
CCOc1ccc(NC(=S)N2CCC(N(C)CC3CCCO3)CC2)cc1 (stereo unspecified) | 1.1 | -0.6 | 2.3 | 4.5 | -0.2 | 1.7 | -1.7 | 6.6 | -0.6 | 4.8 | 0.6
CCCCC1CC(CSC(=N)N)OC1=O (stereo unspecified) | -1.3 | -0.7 | -3.8 | 0.1 | -0.2 | 0.6 | -0.9 | -3.5 | -0.9 | 1.6 | 0.5
N#CC1=CC2CN(Cc3ccccc3)C1C1C(=O)N(c3ccccc3)C(=O)C21 (stereo unspecified) | -0.7 | -0.8 | -3.9 | 0.6 | -0.6 | -5.4 | 0.5 | 1.4 | 0.6 | -0.8 | -0.8
Cn1c(-c2sccc2OCc2ccc(Cl)cc2Cl)n[nH]c1=S | -1.7 | -0.9 | -5.3 | -4.6 | -0.3 | 2.3 | -5.2 | 3.7 | 0.6 | 1.5 | -0.4
COc1ccc(C(=O)NCc2nnc(SCC(=O)Nc3nc4ccccc4s3)o2)cc1OC | 5.4 | -0.2 | 1.1 | -3.0 | -0.9 | 1.0 | 3.3 | 3.9 | -0.1 | 3.4 | 0.1
CC(C)CNS(=O)(=O)c1ccc(CCC(=O)NCc2ccco2)cc1 | -1.5 | -0.6 | -2.4 | -2.4 | 0.1 | 1.2 | 3.0 | -2.4 | -0.1 | -0.7 | -0.4
Fc1ccc(-c2cc(-c3nnc4sc(Cc5cccs5)nn34)[nH]n2)cc1 | -3.3 | -2.2 | 2.5 | -0.2 | 0.3 | x | -4.7 | -47.0 | x | -2.9 | -1.1
COc1ccc(NC(=O)c2sc(=O)n(Cc3ccccc3C#N)c2C)cc1OC | -1.3 | -1.4 | -1.3 | -0.3 | -0.1 | 0.6 | -0.8 | -1.5 | x | 0.4 | -0.9
CCC[N+](CC#Cc1ccccc1)(CCC)CC(=O)OCC | 1.9 | -1.5 | 5.5 | -2.7 | 0.3 | 2.4 | 1.8 | 16.8 | -1.0 | -1.3 | 0.0
O=[N+]([O-])c1cccc(C(=Nc2cccc(Cl)c2)NO)c1 | 4.1 | -0.8 | 0.3 | -1.4 | -0.2 | 0.7 | -4.0 | -12.8 | -0.1 | -2.3 | -0.7
Cc1occc1-c1nnc(SCC(=O)Nc2ccccn2)n1-c1ccccc1 | -2.7 | 0.3 | -7.0 | -3.3 | 0.7 | x | -5.9 | -6.3 | x | 1.9 | -0.3
COCCn1c(SCC(=O)NCc2ccc3c(c2)OCO3)nnc1C(C)C | -1.2 | -0.1 | 0.1 | -2.7 | 0.3 | -0.4 | 1.8 | 3.7 | 2.8 | -1.5 | 0.0
Cc1ccccc1Cn1nc(C)c(NC(=O)c2cc3nc(-c4ccco4)cc(C(F)(F)F)n3n2)c1C | -1.8 | -1.6 | 8.8 | -6.4 | -1.8 | 5.6 | 16.6 | -5.0 | -0.7 | -0.4 | -0.3
CC(C)c1ccc(-c2cc(C(=O)N3N=C(C(F)F)CC3(O)C(F)F)c3ccccc3n2)cc1 (stereo unspecified) | 3.9 | 0.2 | 1.4 | 0.6 | -8.7 | 4.1 | 0.4 | -20.2 | -0.3 | 8.6 | 2.6
O=C(NNc1c(Cl)cccc1Cl)c1cccs1 | -0.9 | -1.5 | 2.5 | -0.1 | -0.2 | -1.3 | 3.3 | -2.1 | 1.7 | -0.1 | -0.1
O=C(CCCn1c(=S)[nH]c2ccccc2c1=O)NC1CCCC1 | -0.7 | 0.2 | 3.0 | -2.2 | -0.3 | -0.2 | -3.3 | 10.7 | 0.5 | 2.3 | -0.7
COc1cccc(N2C(=O)C(CC(=O)Nc3ccccc3)N(C3CCCCC3)C2=O)c1 (stereo unspecified) | -1.8 | -1.5 | 3.7 | 0.8 | -0.3 | 0.6 | 0.0 | -5.1 | 1.8 | 0.5 | -0.6
Cc1ccc(-c2nnc(SCC(=O)NNC(=O)COc3cccc4ccccc34)n2C)cc1 | 0.1 | -1.4 | -6.2 | 1.1 | 0.6 | x | -6.2 | -0.2 | x | 0.0 | 0.0

Continued, starting with the last 2 of the part before.
SMILES | hcDAF12 agonist | ssDAF-12 act | GC-A act | SMARCA2 activ | KLK7 zymogen act | FXN GAA850 act | GC-B act | sPLA2-III inh | DAX1 inh-1 | hgDAF-12 ag | DAX1 inh-2
COc1cccc(N2C(=O)C(CC(=O)Nc3ccccc3)N(C3CCCCC3)C2=O)c1 (stereo unspecified) | -1.8 | -1.5 | 3.7 | 0.8 | -0.3 | 0.6 | 0.0 | -5.1 | 1.8 | 0.5 | -0.6
Cc1ccc(-c2nnc(SCC(=O)NNC(=O)COc3cccc4ccccc34)n2C)cc1 | 0.1 | -1.4 | -6.2 | 1.1 | 0.6 | x | -6.2 | -0.2 | x | 0.0 | 0.0
O=C(O)COc1ccccc1-c1ccccc1 | -0.8 | -0.7 | 2.7 | -0.7 | 0.0 | -1.1 | -1.1 | -1.0 | 0.4 | -1.1 | 0.2
COc1ccc(NC(=O)CC2C(=O)N(c3ccc(F)cc3)C(=S)N2NC(=O)c2ccc(Cl)cc2)cc1 (stereo unspecified) | -1.8 | -1.8 | -0.8 | -1.7 | -0.3 | -0.3 | 4.1 | 0.8 | -0.5 | 4.5 | 0.3
CCCCn1c(N)c(N(CC)C(=O)C(c2ccccc2)c2ccccc2)c(=O)[nH]c1=O | 0.9 | -1.4 | 3.1 | -3.9 | -0.1 | 4.2 | 2.8 | 3.5 | 4.9* | -3.9 | 0.8
CC(C)(C)OC(=O)C[C@@H]1C/C=C\C[C@H](CC(=O)NCCO)C(=O)N2CCC[C@H]2COC1=O | 1.0 | -0.7 | 0.9 | -0.6 | 0.4 | 3.0 | 0.1 | 1.7 | 3.2 | -0.2 | 0.2
CCOC(=O)C1CCCN(Cc2cc(=O)oc3cc(C)c(C(C)C)cc23)C1 (stereo unspecified) | 0.1 | -1.4 | -10.4 | -1.9 | 0.6 | 1.0 | -2.5 | 0.6 | -0.2 | 0.1 | 0.2
CCn1c(SCC(=O)Nc2ccc3c(c2)OCCO3)nc2c(c1=O)SC(C)C2 (stereo unspecified) | -2.5 | -1.6 | -1.7 | -0.4 | 1.2 | 1.4 | 1.2 | 4.0 | -0.4 | -0.7 | -2.1
CN(C)CCOc1cc(Cl)cc(Cl)c1 | -2.8 | -1.5 | -1.9 | 0.6 | 0.4 | 3.3 | 5.1 | 7.4 | -1.3 | 0.1 | 0.1
Cc1ccc(CNC(=O)CSc2nccn(-c3ccc(C)c(F)c3)c2=O)cc1 | 0.8 | -1.3 | -0.9 | -2.7 | 0.0 | 1.3 | -4.4 | 4.6 | 1.2 | 1.5 | 0.5
COc1ccc(C(CNC(=O)c2ccc(NS(=O)(=O)c3cccc([N+](=O)[O-])c3)cc2)N2CCOCC2)cc1 (stereo unspecified) | -1.0 | -0.5 | 2.7 | -2.4 | 0.0 | -0.5 | -0.9 | -22.3 | 0.6 | 0.5 | -1.6
O=C(NCc1cccnc1)C(=O)NCC1OCCN1S(=O)(=O)c1ccc(Cl)cc1 (stereo unspecified) | 0.8 | -1.2 | 2.7 | -3.9 | -0.2 | 4.6 | 1.2 | 8.0 | 1.2 | 3.0 | -1.1
Cc1ccccc1Cn1nc(C)c(NC(=O)c2noc3c2CCCC3)c1C | -1.8 | -1.6 | -1.2 | -0.5 | -0.1 | -0.3 | 0.7 | -3.9 | -1.2 | 0.3 | -0.9
CCn1nc(C(=O)NCC2COc3ccccc3O2)c2ccccc2c1=O (stereo unspecified) | -1.6 | -1.4 | -2.0 | -0.2 | -0.7 | 2.8 | -0.1 | -1.9 | -1.1 | -3.6 | -0.9
COc1ccc(NC(=O)c2cc(S(=O)(=O)N3CCOCC3)cn2C)c(OC)c1 | 0.0 | -1.4 | 2.1 | -0.4 | 0.4 | -0.3 | -3.3 | -2.1 | 0.0 | -1.5 | -1.4
Cc1ccc(CNc2nc3ccccc3s2)s1 | 10.4* | 1.0* | -2.2 | 4.9 | -0.4 | -2.0 | -4.4 | -4.0 | -2.5 | 6.3 | 4.0*
CCc1ccc(-c2cc(C)no2)cc1S(=O)(=O)NCCCN1CCN(c2ccccc2)CC1 | -4.5 | -2.0 | -4.6 | -2.3 | 0.1 | -1.4 | -4.5 | -20.0 | -1.3 | -4.2 | -7.6
O=C(O)CSC1=NC(=Nc2cccc(Cl)c2)C2(CCCCC2)N1c1ccccc1 | 1.3 | -1.6 | -0.4 | -3.7 | -0.8 | 1.0 | -1.3 | 16.2 | 0.7 | 0.8 | 0.0
N#Cc1cnc2ncnn2c1-c1ccccc1 | 0.3 | -1.4 | 0.6 | 2.6 | 0.3 | 1.9 | -0.4 | 2.0 | 1.9 | -0.7 | -0.1
CCOC(=O)[C@]12CCC=C1N(Cc1ccco1)C(=O)[C@H](CC(=O)NCCc1ccccc1OC)C2 | -0.5 | -0.9 | -3.3 | -5.7 | 0.2 | x | -2.6 | -7.5 | x | 2.2 | 0.2
